Myeloid diff MLP: compounds promoting myeloid differentiation. ER-HoxA9 myeloid progenitors, lysozyme-GFP differentiation, flow cytometry. calls only at 10 µM. 360,000 tested, 1% active. AID 624256;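 active = normalized GFP-positive differentiation at or above the plate's own cutoff, the solvent-only control mean plus 3 SD; inconclusive = no clear call, values can overlap the other calls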;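 also: cells exposed to compound for four days before flow analysis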
Myeloid diff MLP GFP+ MAC1+ %: also measured in Myeloid diff MLP; calls as there; GFP+ MAC1+ double positive, %; measured here: differentiation confirmed by MAC1 staining
Active calls of the source: *; i = inactive; ? = inconclusive; / = no result given.

SMILES	Myeloid diff MLP	Myeloid diff MLP GFP+ MAC1+ %
COc1ccc2[nH]c3c(c2c1)CCN1C(=O)C(CC(=O)NC(C)(C)C)C[C@H](C(=O)N2CCOCC2)[C@@]31CCC1CCCC1 (stereo not given in full)	i	2.6
C=CC[C@@H](CC(=O)NCCO)C(=O)N[C@@H](COC(=O)[C@@H](CC=C)CC(=O)OC(C)(C)C)Cc1ccccc1	i	2.4
Cn1c(=O)c2nc(NCc3ccccc3)sc2n(C)c1=O	i	1.7
COC(=O)c1c(-c2ccc(N(C)C)cc2)sc2ccc(OC)cc12	i	0.9
O=CNc1cc(-c2cccc(O)c2)cn2c(-c3ccc(F)cc3)cnc12	i	0.7
O=c1[nH]c2c(c(=O)n1-c1ccccc1)CCO2	i	1.0
COc1cc(/C=N/Nc2nc(C)cc(C)n2)ccc1O	i	0.2
O=C1CCCC(O)=C1Sc1cc(Cl)c(Cl)cc1Cl	i	0.8
Cc1ccc(C)c(SCC(=O)Nc2cccc(S(=O)(=O)N3CCOCC3)c2)c1	i	1.1
CC(=NNS(=O)(=O)c1ccc(C)cc1)c1ccncc1	i	0.6
Cc1ccc(NC(=S)NC(=O)C2CCCC2)c(Br)c1	i	1.2
CC1=C(c2ccccc2)C=NNCC1=O	i	2.0
COc1ccc(NS(=O)(=O)c2cc(NC(=O)C3=NN(c4ccccc4)C(=O)CC3)ccc2OC)cc1	i	1.5
CC(O)(Cc1cccnc1)c1cccs1 (stereo not given)	i	0.7
CCCNC(=O)C1(C)CCCN(Cc2ccc(-c3ccccc3)o2)C1 (stereo not given)	i	1.2
O=C(Nc1ccncc1)c1cc(C2CCCCN2C(=O)CCCc2ccccc2)on1 (stereo not given)	i	0.6
COc1cccc(NC(=O)COC(=O)CNC(=O)C2CCCCC2)c1	i	0.3
CCc1noc(C)c1C(=O)OCC(=O)c1ccc(NC(=O)CC(C)C)cc1	i	1.1
CC(C)C[C@H]1CN(CCCC[C@H]2CNC(=O)C(=O)N2Cc2ccccc2)C(=O)C(=O)N1CCc1ccccc1	i	0.4
Cc1ccccc1-c1nnn(CC(=O)NC(=O)NC2CCCC2)n1	i	0.4
CCCCNC(=O)CNC(=O)c1nn(-c2ccc(OC)c(OC)c2)c(=O)c2ccccc12	i	1.0
Cc1cccnc1C1=NOC(Cc2ccccc2)C(=O)N1C (stereo not given)	i	3.7
CCc1c(N=O)c(-c2ccccc2)n(O)[n+]1[O-]	i	0.6
NC(c1ccccc1)c1csc(NC(=O)Nc2ccccc2Oc2ccccc2)n1 (stereo not given)	i	1.0
CC(=O)Nc1ccc(S(=O)(=O)NC2(c3ccccc3)C(=O)N(C)C(=O)N(C)C2=O)cc1	i	1.5

Other compounds:
SMILES	Myeloid diff MLP	Myeloid diff MLP GFP+ MAC1+ %
O=S1(=O)c2ccc(Br)cc2N2CCC[C@@H]2CN1C1CC1	i	0.6
CCCCCNC(=O)C1C(=O)Nc2ccccc2C(=O)N1c1ccc(OC)cc1 (stereo not given)	i	2.5
CCCCc1c(-c2cccc(F)c2)ncn1CCc1ccccc1OC	i	1.1
CCN(C(=O)COC(=O)/C=C/c1nc2ccccc2s1)c1c(N)n(Cc2ccccc2)c(=O)[nH]c1=O	i	0.8
Cc1ccc(NC(=O)CCC(=O)NN=Cc2ccc(C)o2)c(C)c1	i	0.5
O=c1[nH]c2ccc(Br)cc2o1	i	1.3
CC(C)N1CC(=O)N2CSCC2C1=O (stereo not given)	i	1.5
COc1ccc(S(=O)(=O)N2CCC3CC2c2cc(-c4ccc5c(c4)OCO5)ccc23)cc1 (stereo not given)	i	0.8
Cc1c(C(=O)NCc2cccc(Cl)c2)sc(=O)n1Cc1cccc(F)c1	i	1.4
C=CCNc1ncnc2c1ncn2[C@H]1CN(Cc2cc(OC)c(OC)c(OC)c2)C[C@@H](CO)O1	i	1.6
CCOC(=O)N1CCN(C(=O)c2ccc(S(=O)(=O)Nc3ccccc3)cc2)CC1	i	0.9
O=C1COc2ccc(C(=O)COC(=O)c3nc(Cl)ccc3Cl)cc2N1	i	0.8
Cc1ccccc1C(=O)O[C@H]1[C@H](Cc2ccccc2)NS(=O)(=O)[C@H]2CC3C=C[C@]12O3	i	1.4
CC12CCC(=O)C=C1CCC1C2C(O)CC2(C)C1CCC2(O)C(O)CO (stereo not given)	i	1.1
Cc1ccc(F)cc1NC(=O)C1CC(=O)N(Cc2ccccc2)C1 (stereo not given)	i	1.7
CCCCN(C(=O)CN(C)CC(=O)Nc1cccc(OC)c1)c1c(N)n(CCCC)c(=O)[nH]c1=O	i	0.4
CC(=O)Nc1ccc(S(=O)(=O)NCC(=O)OCC(=O)NCc2ccc3c(c2)OCO3)cc1	i	0.5
COc1cc(OC)c(-c2oc3ccccc3c(=O)c2O)c(OC)c1	?	/
COc1ccc(OC)c(CN2C(=O)c3ccccc3C2c2nnnn2C(C)C)c1 (stereo not given)	i	0.8
COC(=O)[C@]12CCCCC=C1N(CCc1ccc(OC)c(OC)c1)C(=O)[C@H](CC(=O)NCc1cccc(C(F)(F)F)c1)C2	i	4.1
CC1=C(C(=O)N2CCOCC2)CC(CC(=O)NC2CC2)C(=O)N1Cc1ccccc1 (stereo not given)	i	0.9
COc1cccc(C(=O)c2ccccc2NC(C)=O)c1	i	0.6
Cc1ccc(Cn2c(C)c3cnn(CC(=O)NCCN4CCOCC4)c(=O)c3c2C)cc1	i	1.9
O=C(Nc1ccc(Cl)c(S(=O)(=O)N2CCOCC2)c1)C1CCCC1	i	0.4
FC(F)(F)c1ccccc1Cc1c(-c2cccc(Cl)c2)nc2ccc(Cl)cn12	i	0.5

Molecules shown so far that have a halogen (12):
SMILES	Myeloid diff MLP	Myeloid diff MLP GFP+ MAC1+ %
O=CNc1cc(-c2cccc(O)c2)cn2c(-c3ccc(F)cc3)cnc12	i	0.7
O=C1CCCC(O)=C1Sc1cc(Cl)c(Cl)cc1Cl	i	0.8
Cc1ccc(NC(=S)NC(=O)C2CCCC2)c(Br)c1	i	1.2
O=S1(=O)c2ccc(Br)cc2N2CCC[C@@H]2CN1C1CC1	i	0.6
CCCCc1c(-c2cccc(F)c2)ncn1CCc1ccccc1OC	i	1.1
O=c1[nH]c2ccc(Br)cc2o1	i	1.3
Cc1c(C(=O)NCc2cccc(Cl)c2)sc(=O)n1Cc1cccc(F)c1	i	1.4
O=C1COc2ccc(C(=O)COC(=O)c3nc(Cl)ccc3Cl)cc2N1	i	0.8
Cc1ccc(F)cc1NC(=O)C1CC(=O)N(Cc2ccccc2)C1 (stereo not given)	i	1.7
COC(=O)[C@]12CCCCC=C1N(CCc1ccc(OC)c(OC)c1)C(=O)[C@H](CC(=O)NCc1cccc(C(F)(F)F)c1)C2	i	4.1
O=C(Nc1ccc(Cl)c(S(=O)(=O)N2CCOCC2)c1)C1CCCC1	i	0.4
FC(F)(F)c1ccccc1Cc1c(-c2cccc(Cl)c2)nc2ccc(Cl)cn12	i	0.5

(continued)
SMILES	Myeloid diff MLP	Myeloid diff MLP GFP+ MAC1+ %
Cn1c(N)c(N=Cc2ccccc2)c(=O)n(C)c1=O	i	0.6
COc1c(C)cc(C(O)c2ncc(-c3cccc(C(F)(F)F)c3)[nH]2)cc1C (stereo not given)	i	1.2
CCN1C[C@@H]2[C@@H]3C(=O)N(C)C(=O)[C@@H]3[C@](CC)(C(=O)OC)N2C1=NCc1ccccc1	i	0.5
Cc1noc(C)c1CSCC(=O)OCc1nnc(-c2ccc([N+](=O)[O-])cc2)o1	i	0.0
O=C(NCc1ccccc1OC(F)(F)F)C1CCC(=O)N(CCCN2CCOCC2)C1 (stereo not given)	i	0.7
O=C(CNC(=O)c1ccc(N2CCCC2=O)cc1)Nc1ccc(F)c(F)c1F	i	0.9
O=C(Nc1ccccc1Cl)c1cc(C2CCCN(S(=O)(=O)c3cccs3)C2)on1 (stereo not given)	i	1.9
COC(=O)[C@@]12C[C@@H](CC(=O)N3CCOCC3)C(=O)N(Cc3ccco3)C1=CCC(C)(C)C2	i	2.7
CCCCn1nnnc1C(c1ccccc1)N1CCN(c2ccc(C)cc2)CC1 (stereo not given)	i	0.6
COc1ncccc1-c1cc2nc(NCCCN(C)C)n(C)c(=O)c2s1	i	2.6
C[C@H](NS(=O)(=O)c1ccc(Cl)cc1)C(=O)OCC(=O)N1CCOCC1	i	0.7
C=CCn1c(SCC(=O)Nc2cc(C)on2)nnc1-c1ccccc1F	i	0.8
O=C(COC(=O)c1cc(=O)c2ccccc2o1)Nc1ccccc1F	i	1.2
Cn1c(N)c(C(=O)COC(=O)CNC(=O)c2ccccc2F)c(=O)n(C)c1=O	i	0.9
CC(C)C(NC(=O)c1c(F)cccc1F)C(=O)NNC(=O)c1ccccc1 (stereo not given)	i	0.8
C[C@@H]1CN([C@@H](C)CO)C(=O)c2cc(NC(=O)C3CCCCC3)ccc2O[C@@H](C)CCCCO[C@H]1CN(C)S(=O)(=O)c1ccc(Cl)cc1	i	1.1
CC(=O)N/C(=C\c1ccccc1)C(=O)OCC(=O)c1c(N)n(C)c(=O)n(C)c1=O	i	1.9
CCCS(=O)(=O)NC(=O)C1(C)CCN(C(=O)c2ccnc(Cl)c2)C1 (stereo not given)	i	0.8
CN(C)c1ccc(C(c2ccc(N(C)C)cc2)C(O)c2ccccc2)cc1 (stereo not given)	i	1.2
COc1ccc(-c2csc(N3CCC(C(N)=O)CC3)n2)cc1	i	1.6
c1ccc2nc(NN=C3CCCCC3)ccc2c1	i	0.8
Cc1nc(C(F)(F)F)ccc1C(=O)N1CCCC(C)(C(=O)O)C1 (stereo not given)	i	1.4
CN1CCN(c2ccc(CNC(=O)C3Cc4c(-c5cccc(F)c5)ccnc4O3)cc2)CC1 (stereo not given)	i	0.6
Cc1ccc2c(c1)CCCO[C@]21O[C@H](CCO)C[C@H](O)[C@H]1O	i	0.3
NC(=O)CC[C@H](NC(=O)c1ccc(Cl)cc1)C(=O)NNC(=O)COc1cccc(Br)c1	i	1.6

Further results
SMILES	Myeloid diff MLP	Myeloid diff MLP GFP+ MAC1+ %
O=C(OCc1ccccc1)N1CCC2CC1c1cc(N3CCNCC3)ccc12 (stereo not given)	i	0.2
O=C(/C=C/[C@H]1O[C@@H](n2ccc(=O)[nH]c2=O)[C@H](O)[C@@H]1O)NCCc1c[nH]c2ccccc12	i	1.5
CCCc1nc2ccccc2n1C(CCSC)C(=O)NC(C)(C)C (stereo not given)	i	4.4
Cc1ccc(F)cc1C(=O)N1CCCCC1c1cc(C(=O)Nc2ccccc2)no1 (stereo not given)	i	1.9
O=C(COC(=O)c1cc(S(=O)(=O)N2CCOCC2)ccc1Cl)NCc1ccccc1	i	1.0
CC(OC(=O)C1=COCCO1)C(=O)NC1CCCCC1 (stereo not given)	i	0.6
O=C(COc1ccccc1F)Nc1ccc(N2CCOCC2)cc1N1CCOCC1	i	0.4
COc1ccc(CN2C[C@]3(CO)O[C@@H](CO)C[C@@H]3S2(=O)=O)cc1	i	0.4
COC(=O)[C@]12CCCCC=C1N(Cc1cccc3ccccc13)C(=O)[C@H](CC(=O)N1CCC(c3ccccc3)CC1)C2	i	1.2
O=C(N[C@H]1C/C=C\C[C@@H](CC(=O)N(CCO)Cc2ccccc2)C(=O)N[C@H](Cc2c[nH]c3ccccc23)COC1=O)OCC1c2ccccc2-c2ccccc21	i	3.6
COc1cc2c(cc1OC)[C@@H](NC(=O)COc1ccccc1)[C@H](OCc1ccccc1)C2	i	0.4
CC(=O)C1=C(O)C2(C)c3c(O)c(C)c(O)c(C(C)=O)c3OC2CC1=O (stereo not given)	i	1.2
O=C1CSC(=S)N1Cc1ccccc1	i	0.4
CC(=O)Nc1cccc(-c2ccnc3c2CC(C)(C(=O)Nc2ccccc2)O3)c1 (stereo not given)	i	0.8
NC1(C#Cc2ccc3oc(=O)c(-n4cc(C5(O)CCCCC5)nn4)cc3c2)CCCCC1	i	1.0
O=C(CCCN1C(=O)C(c2ccccc2)Oc2cccnc21)Nc1ccccc1Br (stereo not given)	i	0.9
CN(CCc1ccccn1)c1ccccc1	i	1.2
COc1ccccc1-c1n[nH]nc1C1=CC(=O)CC(C)(C)C1	i	0.4
CCN(CC)c1ncnc2c1ncn2[C@H]1CN(Cc2cccs2)C[C@@H](CO)O1	i	1.0
OC(Cc1ccccc1)c1ncc(-c2ccc(Cl)cc2)[nH]1 (stereo not given)	i	3.0
CC(C(=O)NC1CCCC1)N1CCN(S(=O)(=O)c2ccccc2Cl)CC1 (stereo not given)	i	0.9
CCOC(=O)C1CCCN(C(=O)c2cc(C)oc2C)CC1 (stereo not given)	i	1.4
COc1cc(OC)nc(NC(=O)CSc2nnc(-c3ccccc3)n2C2CCCCC2)n1	i	0.5
CC(C)NC(=O)C1(C)CCN1C(=O)c1ccccc1 (stereo not given)	i	1.3
CC(OC(=O)C1CCN(S(=O)(=O)c2ccc3c(c2)OCCO3)CC1)C(=O)NC1(C#N)CCCCC1 (stereo not given)	i	1.3

(continued)
SMILES	Myeloid diff MLP	Myeloid diff MLP GFP+ MAC1+ %
O=C(OCc1ccccc1)N1CCC2CC1c1c(Cl)cccc12 (stereo not given)	i	1.0
O=C(C(Cl)Cl)N1CC2CCC(CC2)C1	i	1.1
Cc1ccc(SCC(=O)NNC(=O)CCS(=O)(=O)c2ccc(C)cc2)cc1	i	0.8
CC(C)NC(=O)N(C)C[C@H]1Oc2ccc(NC(=O)CCN3CCOCC3)cc2C(=O)N([C@H](C)CO)C[C@@H]1C	i	3.1
Cc1ccc(Cc2c(-c3ccco3)nc3c4ccccc4ccn23)cc1	i	1.2
O=C(NC1CCCCC1)c1cc2c(cc1Cl)N1CCCCCC1=NS2(=O)=O	i	0.5
CCCC(=O)N1CCC1(C)C(=O)Nc1ccc2nccnc2c1 (stereo not given)	i	0.9
CCC(CC)CN1CCC(CN2C(=O)C(=O)NC[C@@H]2CC(C)C)CC1	i	0.6
COC(=O)C(C(=O)OC)C1C=CCN(C(C)=O)C1 (stereo not given)	i	0.4
CC1(C)CC(=O)C=C(c2ccc(CO)cc2)C1=O	i	0.3

Only part of the results is shown (hit frequency here may not be typical).
